Screens (PubChem)
TIM10 inh – growth inhibitors of TIM10 yeast strain. S. cerevisiae TIM10 strain growth, BacTiter-Glo luminescence, 24 h. inhibition, % at 10 µM. 1.4% of 330,000 active;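 active means inhibition of 40% or more at the single tested concentration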;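 further: wild-type TIM10 isogenic control strain grown at permissive 25 °C; 0% = DMSO yeast wells and 100% = minimal medium wells without yeast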
UPR CHOP act – apoptotic UPR (CHOP) activation. CHO-CHOP luciferase reporter, luminescence; percent of tunicamycin response over DMSO baseline. activation, % at 10 µM. 0.34% of 330,000 active;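 active means at 10 µM dose, activation of 40% or more, normalized to positive control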;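 further: 100% = tunicamycin at 10 µg/mL and 0% = DMSO alone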
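Dosing – one dose, 10 µM in 0.5% DMSO · System – CHO-CHOP cells, stable luciferase reporter of PERK-eIF2a-CHOP signalling · Input – 500 cells/well · Control set – tunicamycin 10 µg/mL final as positive, DMSO-only wells as negative · Timing – 6 h compound treatment, 37 °C · Measure – % activation vs tunicamycin · Technique – luminescence read with Steady-Glo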
XBP1 UPR activ – adaptive UPR (XBP1) activation. AID 463104. CHO-XBP1 luciferase reporter, IRE1-XBP1 UPR activation, luminescence; percent of tunicamycin response, DMSO as zero. 0.33% of 330,000 active. activation, % at 20 µM;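 active means versus positive control, 20 µM dose yields 30% or more activation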;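 further: 100% = tunicamycin at 10 µg/mL and 0% = DMSO only wells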
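Assay system: CHO-XBP1 luciferase reporter cells; Schedule: 6 h treatment, 37 °C; Detection: glow luminescence from Steady-Glo reagent; Benchmarks: high control tunicamycin 10 µg/mL final, low control DMSO vehicle only.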
tim10-1 inh – inhibits growth of tim10-1 mutant yeast; S. cerevisiae tim10-1 ts strain growth, BacTiter-Glo, 24 h; inhibition, % at 20 µM; 2.2% of 330,000 active; AID 463190;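 active means inhibition of at least 40%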;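 further: mutant grown at 25 °C; 0% = DMSO wells with yeast and 100% = wells holding no yeast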
Mdm2-MdmX inh – disrupts the human Mdm2-MdmX interaction | inhibition, % at 8 µM | SaOS-2 split-luciferase Mdm2/MdmX complementation, luminescence | O15151+Q00987 | 3% of 330,000 active | AID 485346;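 active means inhibition of at least 50% at 8 µM in the primary screen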
CXCR6 block – CXCR6 (human) receptor inhibition; CHO-K1 PathHunter CXCR6 beta-arrestin, luminescence; inhibition, % at 20 µM; 0.36% of 360,000 active; in the data active means inhibition above about 34%, passing the limit was not always enough;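 further: antagonist mode with CXCL16 agonist at 10 nM final; 0% = 10 nM CXCL16 with DMSO and 100% = unstimulated wells without agonist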
Target sequence (O00574 whole entry, looked up): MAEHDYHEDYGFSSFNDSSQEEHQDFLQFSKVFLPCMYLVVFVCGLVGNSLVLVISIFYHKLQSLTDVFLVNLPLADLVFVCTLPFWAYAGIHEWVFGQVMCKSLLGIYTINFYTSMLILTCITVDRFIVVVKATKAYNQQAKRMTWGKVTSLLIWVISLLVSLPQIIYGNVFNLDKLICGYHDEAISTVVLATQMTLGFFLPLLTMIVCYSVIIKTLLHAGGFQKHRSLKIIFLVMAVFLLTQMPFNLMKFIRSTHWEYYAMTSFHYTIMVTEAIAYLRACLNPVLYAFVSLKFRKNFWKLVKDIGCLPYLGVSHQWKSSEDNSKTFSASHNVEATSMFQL
APJ antag – antagonists of human APJ apelin receptor | CHO-K1 APJ beta-arrestin complementation, luminescence | inhibition, % at 20 µM | AID 2521 | 0.32% of 330,000 active;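 active means inhibition above about 40% at 20 µM, limit read from the data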;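 further: cells challenged with 10 nM apelin-13 agonist together with compound; plate controls were apelin-13 plus DMSO wells for no effect and DMSO wells lacking apelin-13 for full effect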
Target sequence (P35414 whole entry, looked up): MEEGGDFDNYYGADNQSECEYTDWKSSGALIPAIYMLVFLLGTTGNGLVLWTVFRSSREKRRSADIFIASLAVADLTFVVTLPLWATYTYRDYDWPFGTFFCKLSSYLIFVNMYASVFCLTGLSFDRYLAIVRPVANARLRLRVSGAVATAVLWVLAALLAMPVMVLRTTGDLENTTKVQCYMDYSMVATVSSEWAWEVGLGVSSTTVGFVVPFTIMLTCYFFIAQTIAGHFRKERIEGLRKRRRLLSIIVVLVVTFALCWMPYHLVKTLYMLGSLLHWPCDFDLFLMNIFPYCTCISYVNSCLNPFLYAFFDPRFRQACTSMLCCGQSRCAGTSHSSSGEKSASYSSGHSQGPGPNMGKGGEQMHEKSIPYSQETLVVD
tim23-1 inh – growth inhibitors of tim23-1 mutant yeast; 1.3% of 330,000 active; S. cerevisiae tim23-1 growth, BacTiter-Glo luminescence, 24 h; inhibition, % at 20 µM;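 active means growth inhibition of the mutant yeast at or above 50%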;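 further: temperature-sensitive mutant grown at 25 °C; plate controls were DMSO-treated mutant yeast for no effect and medium wells lacking yeast for full effect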
APJ ag – agonists of human APJ apelin receptor | 0.11% of 330,000 active | activation, % at 20 µM | P35414 | CHO-K1 APJ PathHunter beta-arrestin, luminescence; 0% DMSO wells, 100% apelin | AID 2520;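 active means activation more than six SD over the plate average, tested at 20 µM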;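 further: 0% = DMSO alone and 100% = apelin-13 at 10 nM; some results filed as inactive read as strong as hits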
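assay system = CHO-K1 APJ beta-arrestin complementation cell line | input = cell density 1000 per well | dosing = compound 20 µM once, DMSO 1% | timing = compound 90 min 25 °C, reagent 1 h | measured by = luminescence from split beta-galactosidase complementation, Galacton Star/Emerald II substrate | read-out basis = APJ agonist activity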
Numbers without * were called inactive.

Order of values: UPR CHOP act, TIM10 inh, APJ ag, APJ antag, tim23-1 inh, Mdm2-MdmX inh, XBP1 UPR activ, tim10-1 inh, CXCR6 block
> COC(=O)c1scc(C)c1-n1ccc(C(=O)C(=O)N(C)C)c1
  -0.3, -20, -3, 9, -1, -7, 0, 10, -4
> O=C(COc1ccc(F)cc1)NCCNC(=O)COc1ccc(F)cc1
  0.1, 5, 0, 1, -3, -13, -2, 5, -8
> CCOCCCn1c(=S)[nH]c2cc(C(=O)N3CCN(C)CC3)ccc2c1=O
  -2.3, -13, -3, -9, -2, 12, -1, 8, 4
> COC(=O)C1=C(C)N=C2SC(C)C(=O)N2C1/C=C/c1ccccc1 (stereo unspecified)
  -2.0, 11, -4, 10, 35, -14, -2, 19, 5
> CCNC(=O)COC(=O)c1cc(S(=O)(=O)N2CCCCC2)ccc1C
  -0.8, -3, -4, 4, 14, 6, 2, 11, 5
> CCOc1ccc(C(=O)N[C@H](C(=O)NNC(=O)c2cccs2)C(C)C)cc1
  -0.8, -10, -7, -7, -7, -5, -4, -12, 2
> COc1ccc(-c2ccc(OC)c([C@H]3[C@H]4C=CC[C@@H](C)[C@@H]4C(=O)N3Cc3ccccc3)c2)cc1
  -1.8, 12, -8, 20, 15, 40, 2, 13, 9
> O=C(Nc1ccc(S(=O)(=O)N2CCCCC2c2cccnc2)cc1)c1c(F)cccc1F (stereo unspecified)
  1.6, 22, -3, 0, 10, 8, -1, 35, -4
> CCn1c(SC(C)C(=O)Nc2nccs2)nnc1-c1ccncc1 (stereo unspecified)
  2.6, 2, -4, -21, 6, 19, 3, 8, -4
> CC(=O)NC(CC(=O)OCC(=O)N1CCN(S(=O)(=O)c2ccc(C)cc2C)CC1)c1ccccc1 (stereo unspecified)
  0.7, 9, -5, -3, 0, 23, 0, -1, -7
> CCCc1cc(=O)n2[nH]cnc2n1
  -3.6, -10, -2, 11, -4, -43, -1, 8, 4
> COCCn1c(SCC(=O)Nc2cccc(F)c2)nc2c(c1=O)SCC2
  -1.8, 13, 2, 9, 23, 19, -2, 14, 5
> Nc1ccccc1C(=O)NNC1=C(C(=O)C(F)(F)F)CCC1
  0.6, -5, -4, 1, 2, 53*, 7, 13, 4
> COc1ccc(CCC(=O)NC(C)C)cc1
  2.7, 3, -4, 7, 1, -18, -2, 14, -1
> COc1ccc(S(=O)(=O)NC2CC2)cc1Br
  -0.5, -12, -4, -8, 12, 24, -4, -3, 4
> COc1ccc(NC(=O)Cn2cnc3sc(C)c(S(=O)(=O)N4CCOCC4)c3c2=O)c(OC)c1
  0.5, -9, -3, -12, -1, 21, -2, 7, 6
> O=C(CSc1nc(COc2ccccc2)nc2ccccc12)NC1CCCC1
  1.4, -8, -4, 0, 17, 11, -3, 12, 5
> CCC(CC)C(=O)Nc1ccc(Cl)c(Cl)c1
  0.2, 13, 1, 10, 33, -3, -3, 41*, -10
> CC1CN(S(=O)(=O)c2cc(C(=O)N3CCCCC3C)ccc2Cl)CC(C)O1 (stereo unspecified)
  1.4, 17, 0, 12, 14, -8, -1, 10, -3
> CCOC(=O)C1CCCN(c2c(NCCCN(CC)c3cccc(C)c3)c(=O)c2=O)C1 (stereo unspecified)
  -3.3, -2, -2, 17, 24, 0, -3, 14, 3
> CCN(c1ccccc1)S(=O)(=O)c1ccc(Cl)c(NC(=O)COC(=O)c2ccc[n+]([O-])c2)c1
  -0.8, -13, 5, -13, 5, -4, -2, 4, -2
> O=C(COC(=O)c1n[nH]c(=O)c2ccccc12)NC1CCCCC1
  -0.7, -7, -3, 5, 7, -5, 2, 1, -3
> COc1ccc(CNC(=O)C(C#N)c2nc3ccccc3nc2N2CCCC2)cc1 (stereo unspecified)
  -0.9, -18, -5, 3, -21, 34, 3, -12, -7
> Cc1ccc(-c2cc(C(=O)N/N=C/c3ccc(Cl)cc3)n[nH]2)o1
  8.5, -18, 7, -2, 24, -1, 3, 10, -4
> Cc1nnc(NC(=O)CSc2cn(CCNC(=O)c3ccccc3)c3ccccc23)s1
  2.3, 7, -5, 2, 4, -20, 2, 2, 2
> Cc1c(-c2ccc(OCc3ccccc3)cc2)nc2ccccc2c1C(=O)O
  0.5, 8, -3, -2, 16, 23, 1, -18, -6
> Cc1c(C(=O)Nc2nnc(SCc3ccccc3Cl)s2)cccc1[N+](=O)[O-]
  0.7, 6, -1, 2, -18, 3, -1, -12, 17
> CC1CCCC(NC(=O)CCC(=O)NCc2ccccc2)C1C (stereo unspecified)
  -0.5, 0, -1, 0, 4, 3, -2, 4, 8
> Cc1ccc(S(=O)(=O)NC(=O)COc2cc(C)ccc2C(C)C)cc1
  0.4, 5, -1, 17, 3, 0, -2, -2, 1
> O=C(NCc1nnc(SCc2ccccc2)n1-c1ccc(F)cc1)C12CC3CC(CC(C3)C1)C2
  -1.0, 6, 0, -22, 30, 11, -4, 29, 0
> COC(=O)c1ccc(CNC(=O)c2cc3ccccc3oc2=O)cc1
  -0.1, -7, -3, -10, -8, 37, 0, 4, 13
> O=C1CC(SC(=NCc2ccc3c(c2)OCO3)Nc2ccccc2)C(=O)N1c1ccccc1 (stereo unspecified)
  -1.0, 12, -4, -17, 14, -13, -6, 16, 2
> COc1ccc(C(=O)N(Cc2ccccc2)c2ccc(C)cc2)cc1S(=O)(=O)N1CCOCC1
  4.3, 8, -5, -5, 26, 6, 4, 19, -2
> CN(CCS(=O)(=O)c1ccc(Cl)cc1)Cc1cccnc1
  -0.1, 10, -2, -9, 22, -9, 0, 1, 2
> CCN(C(=O)CSc1nnc(-c2cccs2)n1N)c1c(N)n(Cc2ccccc2)c(=O)[nH]c1=O
  1.5, 4, 8, -11, -9, -15, 2, -3, 2
> COc1cc(OC)cc(C(=O)NCCNc2nc3cc(C)cc(C)c3cc2C#N)c1
  -1.2, 9, 3, 5, 19, 20, 5, 23, 1
> O=c1[nH]ncc(N/N=C/c2ccccc2)c1Cl
  0.6, 8, -4, 2, -2, 10, 0, 10, -6
> O=C1c2ccccc2S(=O)(=O)N1CC(O)Cn1ccc2ccccc21 (stereo unspecified)
  1.0, 23, -1, 10, 45, 18, -2, 42*, -5
> COc1ccc(CCNC(=S)Nc2ccc(C(C)C)cc2)cc1
  3.6, 36, -1, 0, 51*, 2, -2, 22, -5
> CCCC(=O)Nc1cc(C)cn(Cc2c(F)cccc2Cl)c1=O
  0.4, -7, -2, -8, 9, -1, -3, 6, 5
> CCN(C(=O)CSc1nc(C)nc2sc3c(c12)CCC3)C1CCS(=O)(=O)C1 (stereo unspecified)
  0.3, 6, -4, 15, 23, 2, 0, 12, -6
> O=C(Nc1ccc(N2CCOCC2)cc1)c1ccc(Cl)cc1N1CCCC1=O
  1.3, -6, -2, 6, -3, 9, -1, 1, -7
> COc1ccccc1CNC(=O)CCC(=O)N1CCOc2ccc(C)cc21
  -0.2, -3, 5, -3, 2, -1, 0, -6, -3
> COc1ccc(CNC(=O)CN(c2ccccc2)S(=O)(=O)N(C)C)cc1
  0.4, 2, -1, -17, 6, -25, 0, -3, 0
> CCN(CC)S(=O)(=O)c1cccc(C(=O)N/N=C2\CCCC(=O)C2)c1
  -1.8, -10, 0, -13, 1, 8, -4, -9, -12
> COc1cc(C(c2nnnn2C2CCCC2)N2CCc3ccccc3C2)ccc1O (stereo unspecified)
  3.2, 13, -1, 12, 28, -14, -4, 24, -7
> O=[N+]([O-])c1ccccc1N/N=C1\CCc2ccccc21
  2.2, -5, -1, -18, -17, -44, 2, 24, 3
> O=C(NCC1CCCN1S(=O)(=O)c1cccs1)c1ccccc1F (stereo unspecified)
  0.2, 2, 0, 14, 7, 12, 0, 13, 4
> Cc1ccc(C(=O)N/N=C\c2ccc([N+](=O)[O-])o2)cn1
  1.3, 12, 4, -35, 8, 44, -1, 11, 0
> O=C(COC(=O)c1ccc[nH]c1=O)NC1CCCc2ccccc21 (stereo unspecified)
  1.0, -20, -2, 2, 10, 32, -3, 1, -1
> COc1ccc(NC(=O)c2ccc(OC)cc2)cc1
  0.9, 26, -3, 11, 19, -93, -3, 19, 3
> CN(C(=O)c1cccc(C#N)c1)c1nnc(-c2cnccn2)s1
  1.4, 12, 0, 15, 12, -11, 2, 15, 3
> COc1cccc(OC)c1C1=CC(=O)C[C@H](c2ccc3c(c2)OCO3)C1
  -1.7, -11, -2, -5, 27, 11, 1, 25, 2
> Brc1ccc(CSc2ccc3nnc(-c4ccccn4)n3n2)cc1
  -1.0, 31, -3, 27, 36, -2, -2, 28, 13
> COC(=O)[C@@]1(Cc2ccc(OC)cc2)[C@H]2c3cc(C(=O)N(C)C)n(CCSCCO)c3C[C@H]2CN1C(=O)c1ccccc1
  0.1, 5, -5, 3, 14, -1, 0, 7, 4

Part of the list above, as labelled records:
CCN(CC)S(=O)(=O)c1cccc(C(=O)N/N=C2\CCCC(=O)C2)c1
  UPR CHOP act: -1.8
  TIM10 inh: -10
  APJ ag: 0
  APJ antag: -13
  tim23-1 inh: 1
  Mdm2-MdmX inh: 8
  XBP1 UPR activ: -4
  tim10-1 inh: -9
  CXCR6 block: -12
Brc1ccc(CSc2ccc3nnc(-c4ccccn4)n3n2)cc1
  UPR CHOP act: -1.0
  TIM10 inh: 31
  APJ ag: -3
  APJ antag: 27
  tim23-1 inh: 36
  Mdm2-MdmX inh: -2
  XBP1 UPR activ: -2
  tim10-1 inh: 28
  CXCR6 block: 13

Molecules from the list above that have a Cl atom (9):
Order of values: UPR CHOP act, TIM10 inh, APJ ag, APJ antag, tim23-1 inh, Mdm2-MdmX inh, XBP1 UPR activ, tim10-1 inh, CXCR6 block
> CCC(CC)C(=O)Nc1ccc(Cl)c(Cl)c1
  0.2, 13, 1, 10, 33, -3, -3, 41*, -10
> CC1CN(S(=O)(=O)c2cc(C(=O)N3CCCCC3C)ccc2Cl)CC(C)O1 (stereo unspecified)
  1.4, 17, 0, 12, 14, -8, -1, 10, -3
> CCN(c1ccccc1)S(=O)(=O)c1ccc(Cl)c(NC(=O)COC(=O)c2ccc[n+]([O-])c2)c1
  -0.8, -13, 5, -13, 5, -4, -2, 4, -2
> Cc1ccc(-c2cc(C(=O)N/N=C/c3ccc(Cl)cc3)n[nH]2)o1
  8.5, -18, 7, -2, 24, -1, 3, 10, -4
> Cc1c(C(=O)Nc2nnc(SCc3ccccc3Cl)s2)cccc1[N+](=O)[O-]
  0.7, 6, -1, 2, -18, 3, -1, -12, 17
> CN(CCS(=O)(=O)c1ccc(Cl)cc1)Cc1cccnc1
  -0.1, 10, -2, -9, 22, -9, 0, 1, 2
> O=c1[nH]ncc(N/N=C/c2ccccc2)c1Cl
  0.6, 8, -4, 2, -2, 10, 0, 10, -6
> CCCC(=O)Nc1cc(C)cn(Cc2c(F)cccc2Cl)c1=O
  0.4, -7, -2, -8, 9, -1, -3, 6, 5
> O=C(Nc1ccc(N2CCOCC2)cc1)c1ccc(Cl)cc1N1CCCC1=O
  1.3, -6, -2, 6, -3, 9, -1, 1, -7

A portion of the library; the hit share may differ from the screen's.
